Screening data (PubChem BioAssay)
PABP1 MLLE inh – inhibitors of PABP1 MLLE–PAM2 peptide binding, primary screen, biochemical, fluorescence polarization, FITC-PAM2, GST-MLLE. 0.36% of 360,000 active. inhibition, % at 20 µM. Polyadenylate-binding protein 1 (Homo sapiens), P11940; in the data active = inhibition above about 35%, passing the limit was not always enough;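 note: plate controls were DMSO wells with GST-MLLE for no effect and wells lacking GST-MLLE protein for full effect; some results filed as inactive read as strong as hits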
LMPTP inh – LMPTP phosphatase inhibitors, primary screen, biochemical, fluorescence intensity, uHTS. recombinant LMPTP-A, OMFP fluorogenic substrate. inhibition, % at 20 µM. 0.22% of 360,000 active. Low molecular weight phosphotyrosine protein phosphatase (Homo sapiens), P24666. AID 651560, 2012;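 active = compounds that cut the enzyme signal by at least half of the control window in the single-dose screen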;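 note: plate controls were DMSO wells with enzyme plus substrate for no effect and substrate without enzyme for full effect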
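Test system: LMPTP-A phosphatase enzyme. Amount: LMPTP-A at 0.625 nM final in the reaction. Reagent: OMFP substrate, 400 µM final. Times: 50 min at room temperature. Signal: endpoint fluorescence intensity from OMFP dephosphorylation. Read-out basis: % inhibition. Benchmarks: no-enzyme and uninhibited controls.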
Scp-1 inhibitor – Scp-1 phosphatase inhibitors, primary screen, biochemical, colorimetric, uHTS; Recombinant Scp1, phosphopeptide, malachite green phosphate absorbance; AID 493091, 2011; inhibition, % at 20 µM; Carboxy-terminal domain RNA polymerase II polypeptide A small phosphatase 1 (Homo …; 0.88% of 340,000 active;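 active = inhibition above about 50% at 20 µM, limit read from the data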;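 note: plate controls were DMSO wells with enzyme for no effect and wells lacking enzyme for full effect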
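Test system – truncated SCP-1 phosphatase (76-261aa) · Reagent – Phosphorylated 17-residue peptide substrate · Incubation – 45 min room-temperature reaction, 5 min colour, 30 min stabiliser · Detection – colorimetric phosphate reagent with accelerator and stabiliser, absorbance at 630 nm · Measure – % inhibition at 20 µM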
STEP block – STEP phosphatase inhibitors, primary screen, biochemical, fluorescence intensity, uHTS; recombinant STEP, OMFP fluorogenic substrate; inhibition, % at 20 µM; 0.25% of 360,000 active;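 active = inhibition at 20 µM, scaled per plate between control wells, above about 37%, limit read from the data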;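 note: 0% = DMSO with enzyme and substrate and 100% = substrate only without enzyme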
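Assay system: isolated STEP enzyme. Buffer or medium: pH 6.0 Bis-Tris with DTT and Tween 20. Also added: fluorogenic phosphatase substrate OMFP at 25 µM final. Dosing: 20 µM, 1% DMSO. Timing: 20 min reaction, room temperature, in the dark. Measured by: fluorescence intensity, excitation 480 nm, emission 540 nm. Evaluation: normalized % inhibition.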
SUMO1-SIM PPI – modulators of SUMO1 protein-protein interactions, primary screen, biochemical, uHTS; Small ubiquitin-related modifier 1 (Homo sapiens), P63165; inhibition, % at 20 µM; 0.33% of 360,000 active; AID 602429, 2012; SUMO1 binding to a labelled peptide, TR-FRET, 1 h; in the data active = inhibition above about 37%
Rpn11 block – Rpn11 (PSMD14) deubiquitinase inhibitors, primary screen, biochemical, fluorescence polarization, uHTS; 0.59% of 360,000 active; human 26S proteasome, Ub4-pepOG fluorescence polarization; 20S core pre-blocked with epoxomicin; 26S proteasome non-ATPase regulatory subunit 14 (Homo sapiens), O00487; calls only at 20 µM;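 active = inhibition at 20 µM, scaled to each plate's controls, above about 33%, limit read from the data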
DNMT1 inh – human DNMT1 methyltransferase inhibitors, primary screen, biochemical, molecular beacon, fluorescence, HinP1I cleavage, uHTS | 0.83% of 360,000 active | inhibition (reported as % activation of signal), % at 10 µM; in the data active = inhibition above about 50%
NadD block – inhibitors of S. aureus NadD, primary screen, biochemical, colorimetric, uHTS. 0.78% of 360,000 active. Nicotinate-nucleotide adenylyltransferase NadD (Staphylococcus aureus N315). purified NadD enzyme, colorimetric absorbance read-out. inhibition, % at 20 µM; in the data active = inhibition above about 26%; note: some compounds past the cut are filed as inactive
TbMetRS inhib – T. brucei MetRS inhibitors, primary screen, biochemical, luminescence; 0.4% of 360,000 active; inhibition, % at 11.9 µM; methionyl-tRNA synthetase (Trypanosoma brucei brucei); AID 624268, 2012; purified T. brucei MetRS, ATP depletion, Kinase-Glo luminescence;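 active = inhibition above a per-plate cutoff of the control wells' mean inhibition plus 3 SD, cut at about 5.5% in these data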;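 note: 0% = DMSO wells median and 100% = median of wells with control inhibitor compound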
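Material – parasite MetRS enzyme · Medium – HEPES-MgCl2-KCl buffer plus DTT, spermine, BSA, pyrophosphatase · Reagent – ATP, methionine and E. coli bulk tRNA substrates · Times – 15 min enzyme-compound preincubation, 2 h reaction, 10 min detection, 25 °C · Measured by – luminescence of leftover ATP · Evaluation – percent inhibition relative to median high and low control wells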
CSN deneddyl inh – inhibitors of CSN-mediated cullin deneddylation, primary screen, biochemical, fluorescence polarization, uHTS; inhibition, % at 12.5 µM; Purified CSN, SCF-Nedd8-OG deneddylation; 0.38% of 360,000 active;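 active = pattern-corrected inhibition above about 35%, with an unprinted fluorescence ratio check between 0.5 and 1.5, limit read from the data, passing the limit was not always enough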;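 note: 0% = enzyme with substrate and 100% = substrate without enzyme; some results filed as inactive read as strong as hits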
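Schedule: reaction 90 min, room temperature / Assay system: HEK293T-derived human Csn5 enzyme / Input: Csn5 at 0.24 nM final / Measure: inhibition of Csn5 cleavage, % / Control set: substrate-only high control, full reaction low control / Technique: fluorescence polarization of the substrate / Buffer or medium: Tris/NaCl/DTT buffer, pH 7.5 / Reagent: SCFSkp2-Nedd8OG substrate at 10 nM final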
Starred values were filed as active, the others as inactive; i = inactive; · = no result given.

1) CCC(C(=O)OCC(=O)N(CCOC)c1c(N)n(Cc2ccccc2)c(=O)[nH]c1=O)c1ccccc1 (stereo not drawn)
2) Cc1cccc(C(C#N)c2nc3ccccc3nc2C(F)(F)F)c1 (stereo not drawn)
3) COc1c(C)cccc1C(=O)Nc1ccc(N2CCOCC2)c(Cl)c1
4) O=C(CCCN1C(=O)CCC1=O)Nc1ccc2c(c1)OCO2
5) COc1cccc(CC2(CO)CCN(Cc3cccn3-c3cccnc3)CC2)c1
6) COc1cccc(C(=O)Nc2cc3c(cc2N2CCOCC2)n(C)c(=O)n3C)c1
7) CCc1cccc(C)c1NC(=O)CN(C)C1=NS(=O)(=O)c2ccccc21
8) Cn1nc(C(F)(F)F)c2cc(C(=O)NC3CC3)sc21
Assay by compound,1,2,3,4,5,6,7,8
PABP1 MLLE inh,-12,1,7,7,-4,18,-2,1
LMPTP inh,-0.6,4.0,-1.4,-1.4,0.3,0.6,-2.0,-0.3
Scp-1 inhibitor,-7,-7,-5,-6,-5,14,-9,-10
STEP block,-1,8,3,2,1,0,0,7
SUMO1-SIM PPI,-1,-12,0,0,0,6,0,8
Rpn11 block,i,i,i,i,i,i,i,i
DNMT1 inh,0,0,0,-2,-3,3,3,5
NadD block,5,1,-7,-1,2,8,-4,2
TbMetRS inhib,-0.2,-1.2,-1.0,-1.1,-0.3,-0.4,-0.2,-0.4
CSN deneddyl inh,-2,1,2,0,9,-1,-1,-2

9) CN(C)CCN1C(=O)CCC2(C)C1=CCC1C2CCC2(C)C1CCC2(C)O (stereo not drawn)
10) COc1ccccc1CNC(=O)c1sccc1C
11) OC1CCN(Cc2cccc3ccccc23)CC1
12) O=C(CCc1ccccc1)N=C1SC2CS(=O)(=O)CC2N1c1ccc(F)cc1 (stereo not drawn)
13) CC1Cc2ccccc2N1C(=O)Cn1nc(C(=O)O)c2ccccc2c1=O (stereo not drawn)
14) Cc1ccccc1CC(=O)NCc1cccnc1
15) COc1cccc(CC(=O)NC2CCCN(Cc3ccccc3F)C2)c1 (stereo not drawn)
16) CCCC(=O)Nc1nc(C)c(C(C)=O)s1
Assay by compound,9,10,11,12,13,14,15,16
PABP1 MLLE inh,-2,10,12,-5,-13,1,-2,13
LMPTP inh,-2.5,0.5,-2.9,-0.1,-0.9,-1.3,-0.5,-1.0
Scp-1 inhibitor,-5,-3,1,-8,1,-2,-4,-5
STEP block,-2,-2,-3,-2,2,3,0,-3
SUMO1-SIM PPI,5,-5,2,0,-10,-1,1,1
Rpn11 block,i,i,i,i,i,i,i,i
DNMT1 inh,2,4,-1,0,1,0,0,3
NadD block,-3,-5,-2,2,4,-6,-4,-4
TbMetRS inhib,0.0,-0.2,0.2,-0.1,-0.6,-1.6,0.5,-0.3
CSN deneddyl inh,1,2,0,2,-6,9,1,-6

Entries of single compounds, quoted from the list:
OC1CCN(Cc2cccc3ccccc23)CC1 across the screens: PABP1 MLLE inh: 12; LMPTP inh: -2.9; Scp-1 inhibitor: 1; STEP block: -3; SUMO1-SIM PPI: 2; Rpn11 block: i; DNMT1 inh: -1; NadD block: -2; TbMetRS inhib: 0.2; CSN deneddyl inh: 0
COc1cccc(CC(=O)NC2CCCN(Cc3ccccc3F)C2)c1 (stereo not drawn) across the screens: PABP1 MLLE inh: -2; LMPTP inh: -0.5; Scp-1 inhibitor: -4; STEP block: 0; SUMO1-SIM PPI: 1; Rpn11 block: i; DNMT1 inh: 0; NadD block: -4; TbMetRS inhib: 0.5; CSN deneddyl inh: 1

New compounds follow:
17) COC(=O)CN1C(=O)[C@@H]2[C@H](C1=O)[C@@H]1CC(C(=O)OC)=C[C@@H](C(=O)OC)[C@@H]3C1=C(C(=O)[C@]3(C)NC(=O)c1ccccc1)[C@@H]2C
18) Cc1nc2c(Cl)cc(Cl)cc2[nH]1
19) COc1ccc(N(CC(=O)NCc2ccccc2OC)S(=O)(=O)c2ccc(C)cc2)cc1Cl
20) Cc1ccc(NC(=O)CCn2c(=S)oc3ccccc32)cc1
21) O=C(NO)c1ccccc1C(F)(F)F
22) Cc1ccc(S(=O)(=O)NNC(=O)C2CCN(S(=O)(=O)c3ccc(C)cc3)CC2)cc1
23) CC(C)N1CCN(Cc2cc(F)ccc2-n2cccn2)CC1CCO (stereo not drawn)
24) C[C@@H]1O[C@H](C2CCCC2)CC2=C1C(=O)OC(C)(C)O2
Assay by compound,17,18,19,20,21,22,23,24
PABP1 MLLE inh,2,4,5,-2,4,7,2,·
LMPTP inh,1.0,-0.5,4.3,15,0.5,0.3,-0.5,-1.1
Scp-1 inhibitor,-11,-7,-5,6,-1,1,0,·
STEP block,1,3,0,4,-3,-4,-1,·
SUMO1-SIM PPI,5,-2,1,-2,-1,-2,-1,2
Rpn11 block,i,i,i,i,i,i,i,·
DNMT1 inh,1,1,-4,6,7,-5,0,·
NadD block,-3,-2,-12,-3,-3,-1,9,2
TbMetRS inhib,-0.5,-0.1,0.0,1.1,0.0,0.7,-0.2,-0.3
CSN deneddyl inh,-5,2,5,3,-12,5,-18,-1

25) CC(=O)Nc1ccc(NC(=O)CC2Nc3cccc4cccc(c34)NC2=O)cc1 (stereo not drawn)
26) COc1ccc(C(=O)NCc2ccccc2OC)c(OC)c1
27) CC(C)NCC(O)Cn1c2c(c3ccccc31)CCc1c-2cnn1-c1ccccc1 (stereo not drawn)
28) O=C(NCc1cccnc1)c1nc(-c2cccs2)no1
29) COc1ccccc1-n1cnnc1SCC(=O)c1cc(C)n(Cc2cccs2)c1C
30) COC(CNC(=O)c1ccc(N2CCC3(CC2)OCCO3)c([N+](=O)[O-])c1)OC
31) CCN(CC)CCN(C(=O)/C=C/c1cccs1)c1nc2ccc(Cl)cc2s1
32) CC(C)CC(=O)NC(=S)Nc1nc(-c2ccc(Cl)cc2)cs1
Assay by compound,25,26,27,28,29,30,31,32
PABP1 MLLE inh,25,5,11,-1,10,-2,4,8
LMPTP inh,0.9,0.1,0.6,-1.8,0.2,0.0,2.1,1.9
Scp-1 inhibitor,-5,3,8,5,2,-9,7,-2
STEP block,-1,-3,5,0,1,10,2,0
SUMO1-SIM PPI,2,-5,-1,0,-4,-24,-8,-2
Rpn11 block,i,i,i,i,i,i,i,i
DNMT1 inh,-30,4,0,-1,-6,2,1,11
NadD block,6,0,-2,0,14,-2,1,6
TbMetRS inhib,0.5,-0.1,-1.7,-0.4,-1.8,-0.3,-1.1,-0.9
CSN deneddyl inh,8,-3,5,-2,8,-2,2,2

33) CCC(=O)c1cccc(-c2ccccc2)c1CC
34) O=C(CSCCc1ccccn1)Nc1cccnc1Cl
35) Cc1cc(NC(=O)c2cc(-c3ccco3)on2)nn1Cc1ccc(Cl)cc1
36) Oc1cc(NCc2ccc(Cl)cc2)cc2cccnc12
37) CCCCC(=O)Nc1cccc(-c2cn3ccccc3n2)c1
38) O=C(O)c1cc(NC(=O)c2ccc([N+](=O)[O-])cc2)cc(NC(=O)c2ccc([N+](=O)[O-])cc2)c1
39) Cc1nc(SCC(=O)NCC2COc3ccccc3O2)c2c(C)c(C)sc2n1 (stereo not drawn)
40) COC(=O)CSC1=C(C#N)C(c2ccccc2)CC(=O)N1 (stereo not drawn)
Assay by compound,33,34,35,36,37,38,39,40
PABP1 MLLE inh,6,25,-3,7,-14,-10,9,-13
LMPTP inh,1.3,0.2,2.2,-1.0,2.8,-1.5,1.6,-0.7
Scp-1 inhibitor,-7,-4,-2,8,0,-2,5,5
STEP block,-1,-8,-2,0,-6,-1,3,0
SUMO1-SIM PPI,-1,-2,-5,5,2,-14,-5,-1
Rpn11 block,i,i,i,i,i,i,i,i
DNMT1 inh,-3,-4,-8,-4,-1,-2,2,-3
NadD block,-2,0,-3,-1,-2,-6,0,-3
TbMetRS inhib,-0.2,-1.1,-1.4,-0.3,0.8,-0.5,-0.8,0.0
CSN deneddyl inh,-1,0,11,-5,-1,1,-1,4

41) COC(=O)[C@@]1(Cc2ccccc2)[C@H]2C(=O)N(C)C(=O)[C@H]2[C@H]2CN=C(SCc3ccc(C#N)cc3)N21
42) COc1ccc(/C=N/NC(=O)CCn2nc(C)cc2C)cc1O
43) CCC1(c2ccccc2)NC(=O)N(CC(=O)Nc2ccc(S(N)(=O)=O)cc2)C1=O (stereo not drawn)
44) CC(C)C(=O)Nc1ccc2oc(-c3cc(F)c(F)cc3Cl)nc2c1
45) CCOC(=O)C1CCN(C(=O)CCNS(=O)(=O)c2cc(Br)cnc2N)CC1
46) Cn1c(-c2ccc[nH]c2=O)nc2cc(Cl)ccc21
47) CCN(Cc1cc2cc(C)ccc2[nH]c1=O)S(=O)(=O)c1ccccc1
48) COc1cc(NC(=O)COC(=O)CNS(=O)(=O)c2ccc(F)c(F)c2F)cc(OC)c1
Assay by compound,41,42,43,44,45,46,47,48
PABP1 MLLE inh,2,10,2,-1,10,17,8,-13
LMPTP inh,-0.8,-2.1,-0.2,-1.1,-1.0,-0.8,-1.0,0.6
Scp-1 inhibitor,7,-7,-5,-8,-5,-2,-5,-5
STEP block,0,-2,-3,-2,-4,-1,0,-3
SUMO1-SIM PPI,7,-4,2,2,-4,2,4,1
Rpn11 block,i,i,i,i,i,i,i,i
DNMT1 inh,1,1,-2,3,3,1,0,0
NadD block,4,-6,7,-13,-2,-2,2,-2
TbMetRS inhib,-0.4,-0.5,0.1,-0.1,-0.6,-0.1,-1.0,-0.7
CSN deneddyl inh,2,0,2,-3,1,7,-7,-12

Compounds as they come, and some 3.6% of all compounds hit somewhere here.
